# PP5 primary = PP5 (human) phosphatase inhibition | P53041 | 320,000 compounds, 0.18% hits | inhibition, % at 6.7 µM | purified PP5c, OMFP substrate fluorescence;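 active means inhibition above the campaign's mean inhibition across all tested compounds plus 3 SD, cut at about 9.5% in these data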;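 further: 0% = DMSO only and 100% = 100 µM cantharidin control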
# Target sequence (P53041 whole entry, looked up): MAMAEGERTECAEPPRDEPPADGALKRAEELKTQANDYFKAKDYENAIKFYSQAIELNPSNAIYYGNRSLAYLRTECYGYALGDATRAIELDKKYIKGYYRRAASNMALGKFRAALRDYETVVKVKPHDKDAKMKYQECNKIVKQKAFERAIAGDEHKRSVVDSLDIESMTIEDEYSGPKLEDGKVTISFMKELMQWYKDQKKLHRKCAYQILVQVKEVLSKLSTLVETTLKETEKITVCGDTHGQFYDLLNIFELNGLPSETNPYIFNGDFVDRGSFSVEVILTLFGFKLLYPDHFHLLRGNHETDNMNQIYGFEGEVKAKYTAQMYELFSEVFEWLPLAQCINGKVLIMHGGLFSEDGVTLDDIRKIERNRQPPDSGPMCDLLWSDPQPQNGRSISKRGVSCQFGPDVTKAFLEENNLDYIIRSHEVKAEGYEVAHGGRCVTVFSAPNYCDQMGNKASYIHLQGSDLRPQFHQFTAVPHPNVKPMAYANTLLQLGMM
# core dimer inh = HCV core protein dimerization inhibition | inhibition, % at 5 µM | TR-FRET GST/Flag-core106 dimerization, 1536-well | 300,000 compounds, 0.33% hits;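 active means inhibition above the mean of all tested compounds plus 3 SD, set per screening campaign, cut at about 45% in these data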
#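 Material: Tagged HCV core106 pair (GST and Flag) | Amount: GST-core106 13.5 nM, Flag-core106 17 nM | Medium: KF-containing HEPES buffer, pH 7.45, DTT, CHAPS, BSA | Reagent: Eu donor and XL665 acceptor anti-tag antibodies | Schedule: 4 h at 22.5 °C | Technique: Time-resolved FRET, ex 340 nm, em 617 and 671 nm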
# proCasp3 act = activates human procaspase-3. P42574. recombinant procaspase-3 D3A, Ac-DEVD-pNA absorbance 405 nm. activation, % at 8.5 µM. 330,000 compounds, 0.11% hits;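 active means activation above the mean of all tested compounds plus 3 SD, cut at about 21% in these data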;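 further: 0% = DMSO alone and 100% = DMSO wells spiked with extra 5 µM PC-3 D3A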
#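 Technique: 405 nm absorbance of p-nitroaniline, reads at 0 and 120 min; Test system: Procaspase-3 D3A mutant; Incubation: 1 h enzyme-compound preincubation, then 2 h substrate reaction, 25 °C; Repeats: singlicate, each compound tested once; Benchmarks: low control DMSO wells, high control DMSO plus 5 µM PC-3 D3A.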
# TPT1 inhibitor = inhibitors of Candida albicans tRNA 2'-phosphotransferase TPT1; recombinant caTPT1, FP RNA substrate dephosphorylation; inhibition, % at 5 µM; 300,000 compounds, 0.81% hits; AID 1962;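 active means inhibition above the mean of all tested compounds plus 3 SD, set per screening campaign, cut at about 24% in these data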;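 further: plate controls were DMSO alone for no effect and ferristatin control at 100 nM for full effect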
# procasp7 counter = activates human procaspase-7, counter-screen for procaspase-3 activators; P55210; recombinant procaspase-7, Ac-DEVD-pNA absorbance 405 nm; D23A/D198A/D206A triple mutant, cannot self-cleave; scale: DMSO 0, 5 µM enzyme 100; activation, % at 8.5 µM; 330,000 compounds, 0.093% hits; AID 463210;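 active means percent activation above the screen-wide mean plus 3 SD, cut at about 25% in these data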
#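 Detection: p-Nitroaniline absorbance at 405 nm, read at 0 and 120 min; system: Uncleavable procaspase-7 mutant enzyme; evaluation: % activation from two-timepoint absorbance difference, scaled to controls; times: 1 h enzyme–compound preincubation and 2 h substrate reaction, both 25 °C; buffer or medium: Zinc-free HEPES pH 7.4 with 300 mM NaCl, 0.01% Triton X-100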
# PP1 inh = blocks human PP1-alpha phosphatase, a PP5 counter-screen; purified PP1alpha, OMFP fluorescence; inhibition, % at 6.7 µM; 320,000 compounds, 0.9% hits;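 active means inhibition above the mean inhibition of all tested compounds plus 3 SD, computed separately for each screening campaign, cut at about 15% in these data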
# Efflux pump mplx = antifungal efflux pump inhibition, Nile Red retention; S. cerevisiae Candida pump triplex; inhibition, % at 10 µM; 330,000 compounds, 0.44% hits;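 active means plate passing quality check with inhibition over a set limit, or well fluorescence over plate mean plus 4 SD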;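 further: Nile Red retained in pooled yeast measured as flow cytometry median fluorescence; 0% = buffer negative control and 100% = Enniatin B positive control; higher means more Nile Red kept so more efflux inhibition; some compounds called inactive have numbers as strong as hits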
# Fh CTSL1 inh = counter-screen for PFM18AAP inhibitors: inhibitors of F. hepatica cathepsin L1. inhibition, % at 5.96 µM. recombinant F. hepatica cathepsin L1, Z-Leu-Arg-MCA fluorescence. 300,000 compounds, 0.49% hits;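 active means inhibition above the mean of all tested compounds plus 3 SD, set per screening campaign, cut at about 17% in these data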;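 further: 0% = plate median of test compound wells and 100% = 1 µM Z-Phe-Ala-diazomethylketone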
# JMJD2C inh = blocks human GASC-1 demethylase activity | Q9H3R0 | 330,000 compounds, 0.069% hits | inhibition, % at 2.35 µM | GST-JMJD2C(1-420) H3K9me3 demethylation, DELFIA europium;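 active means more than half of a compound's replicate wells show inhibition beyond 50%, single wells judged on their own value; inconclusive means some, but no more than half, of replicates pass 50% inhibition; inactive means no replicate passes 50% inhibition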;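 further: signal counts dimethyl H3K9 product captured on neutravidin plate; 0% = median of DMSO wells and 100% = 0.3 times that DMSO median; strong numbers were not always called active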
# Target sequence (Q9H3R0 1-420 limits assumed): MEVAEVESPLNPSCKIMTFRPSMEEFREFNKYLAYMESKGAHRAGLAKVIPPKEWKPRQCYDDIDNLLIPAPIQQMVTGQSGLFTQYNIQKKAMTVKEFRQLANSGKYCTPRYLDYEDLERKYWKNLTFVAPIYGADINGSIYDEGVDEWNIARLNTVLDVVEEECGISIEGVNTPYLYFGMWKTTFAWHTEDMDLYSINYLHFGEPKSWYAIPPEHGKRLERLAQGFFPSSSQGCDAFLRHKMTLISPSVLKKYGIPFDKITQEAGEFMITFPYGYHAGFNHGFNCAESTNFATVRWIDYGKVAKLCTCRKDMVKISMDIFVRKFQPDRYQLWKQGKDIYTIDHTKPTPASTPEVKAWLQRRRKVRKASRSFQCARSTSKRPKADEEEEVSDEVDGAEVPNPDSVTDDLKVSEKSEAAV
# * = called active by the depositor; u = inconclusive; x = not tested or not shown.
no.	SMILES	Efflux pump mplx	JMJD2C inh	PP5 primary	procasp7 counter	core dimer inh	Fh CTSL1 inh	PP1 inh	proCasp3 act	TPT1 inhibitor
1	Cc1ccc(S(=O)(=O)N2CCN(CC(O)COc3ccccc3)CC2)cc1 (stereo not given)	0.0	-0.8	3.0	-1.7	5.2	-0.5	3.9	-1.2	1.2
2	O=S(=O)(Nc1ccc2c(c1)OCCO2)c1ccc2oc3ccccc3c2c1	0.4	0.8	0.5	-3.8	2.6	-1.0	2.3	-1.9	1.6
3	CC(C)OCCCN1CC(=O)N2C(c3cccc([N+](=O)[O-])c3)c3[nH]c4ccccc4c3C[C@H]2C1=O (stereo not given in full)	0.0	-8.0	2.5	12.2	4.3	1.8	3.4	0.9	-0.9
4	Cn1cc(CN2CCN(CC(C)(C)C)C(CCO)C2)c2ccccc21 (stereo not given)	0.0	8.6	1.3	4.6	-2.7	-2.1	5.2	1.7	0.1
5	O=C(Nc1ccccc1C(=O)N1CCCCC1)c1cccs1	0.1	-5.1	-8.6	8.9	-9.6	-7.1	-7.2	0.3	1.0
6	O=C(NCCCn1ccnc1)/C(=C\c1ccc(Br)cc1)NC(=O)c1ccccc1F	1.3	-17.5	0.3	1.4	-1.0	0.4	1.4	-7.8	1.1
7	COCCn1c(COc2cccc(OC)c2)nnc1SCC(=O)NC1CCCC1	-0.1	-2.5	0.8	-1.1	-0.9	3.7	0.4	6.5	-5.6
8	CC1Cc2ccccc2N1CC(=O)Nc1ccc(S(N)(=O)=O)cc1 (stereo not given)	-0.2	0.3	-0.1	-1.5	34.4	1.4	-1.4	-6.7	6.0
9	CC1CCCCN1C(=O)Nc1cccc(Cl)c1 (stereo not given)	0.2	-5.1	2.2	8.5	-2.3	-1.0	1.8	9.3	-4.0
10	Cc1ccc(C)c(C(=O)Nc2cc(C)nn2-c2nc(C)cc(C)n2)c1	0.0	9.3	0.2	9.3	-1.6	-0.9	-7.2	3.0	-0.4
11	CCN(CC)CCNCc1cc(Cl)c(OCC(=O)Nc2ccccc2)c(OC)c1	0.0	26.2	0.2	-1.9	-6.4	-1.6	1.6	8.9	-2.4
12	COCc1cc(=O)n2[nH]c(-c3ccc(C)cc3)cc2n1	-0.6	-2.8	1.2	2.4	-2.0	3.0	3.4	-4.2	-0.5
13	CC(Sc1nnc2ccccn12)C(=O)Nc1ncc(Cl)cc1Cl (stereo not given)	-0.1	-9.4	0.4	7.6	-5.7	-2.3	-0.7	0.0	0.0
14	Cc1ccc(C(=O)Nc2ncc(Cc3ccc(F)cc3)s2)o1	0.0	-6.2	3.2	1.5	2.5	0.1	-3.6	4.3	-2.4
15	S=C(Nc1ccccc1)c1ccccn1	0.1	-2.6	-0.2	6.4	2.6	2.3	1.2	1.2	-5.1
16	COC(=O)CCCC1=CC2=C(c3ccccc3)C(=O)C(C)(OC(=O)C3CCCC3)C(=O)C2=CN1c1ccccc1 (stereo not given)	-0.1	-1.0	3.1	-9.5	6.3	2.5	0.1	-5.6	-0.2
17	CO[C@H]1/C=C/O[C@@]2(C)Oc3c(C)c(O)c4c(O)c(c(C=NN5CCN(C)CC5)c(O)c4c3C2=O)NC(=O)/C(C)=C\C=C\[C@H](C)[C@H](O)[C@@H](C)[C@@H](O)[C@@H](C)[C@H](OC(C)=O)[C@@H]1C	0.0	x	4.1	-7.1	-2.5	-0.4	3.3	1.6	3.8
18	CCCCCC(=O)NNC1=NCC(Cc2ccccc2)S1 (stereo not given)	0.3	-8.4	1.5	-1.7	-1.8	-6.4	0.8	0.2	2.8
19	O=C1C(=O)N(CCCN2CCOCC2)C(c2ccc([N+](=O)[O-])cc2)/C1=C(/O)c1ccc2c(c1)OCO2 (stereo not given)	0.1	2.5	2.9	-18.8	-2.5	-0.2	-0.3	-11.6	-2.8
20	O=C(OCC(=O)N1CCc2ccccc21)c1cccc(S(=O)(=O)N2CCCc3ccccc32)c1	-0.4	-4.3	1.2	8.1	16.1	0.0	3.3	-6.2	-1.3
21	Cc1cc(=O)oc2c(C)c(OCC(=O)NCC3CCC(C(=O)O)CC3)ccc12 (stereo not given)	0.0	u	0.1	-5.4	2.0	2.0	-2.2	1.9	-0.6
22	Nc1c(C(=O)N2CCOCC2)sc2nc3c(cc12)CCC3	0.1	5.5	-2.5	2.3	-2.7	-1.3	1.3	1.4	3.6
23	COc1ccc(CNc2nc(NCc3ccc(OC)cc3)c3ncn(C4CCCC4)c3n2)cc1	0.8	-5.4	x	4.5	x	x	x	6.5	x
24	COc1nccnc1NS(=O)(=O)c1ccc(NC(=S)NC(=O)/C=C/c2ccc(F)cc2)cc1	-0.3	2.3	1.7	6.6	14.0	2.8	0.9	1.9	-0.7
25	CC(C)Oc1ccc(/C=C(\NC(=O)/C=C/c2ccco2)C(=O)NCCc2nc3ccccc3[nH]2)cc1	0.2	-9.9	0.4	3.4	24.2	4.1	4.2	4.4	12.7
26	Cc1cc(C(=O)COC(=O)c2ccc(O)cc2)c(C)n1CC(F)(F)F	0.1	-0.8	0.9	6.0	x	x	-8.7	3.5	x
27	CCCCC(=O)Nc1cccc(-c2cn3ccccc3n2)c1	-0.2	4.5	2.4	5.5	-2.8	-7.6	-0.4	9.8	-1.9
28	CCn1nc(NS(=O)(=O)c2ccc(C)cc2)c2cc3ccccc3nc21	0.1	1.3	-2.5	1.6	-13.5	3.3	-1.5	-2.9	0.6
29	CCOc1ccc(NC(=O)CC2SC(N)=NC2=O)c([N+](=O)[O-])c1 (stereo not given)	-0.1	-15.8	0.0	-5.1	-0.8	4.7	5.3	-3.3	-0.7
30	O=C1c2ccccc2N2C(=O)c3ccccc3C2N1Cc1ccccc1 (stereo not given)	0.0	-6.9	0.6	9.4	3.8	4.9	0.1	-0.5	0.4
31	CCOc1cc2[nH]c(=S)n(CCN3CCC(C)CC3)c(=O)c2cc1OCC	-0.2	0.3	3.6	6.0	0.6	-3.7	-6.6	-0.8	3.3
32	NC(=O)C1CCN(C(=O)CN2CCN(c3cccc(C(F)(F)F)c3)CC2)CC1	0.0	0.5	3.1	3.6	-3.1	2.4	3.0	2.7	-6.3
33	Cc1ccc(C2C(C#N)=C(N)Oc3n[nH]c(C)c32)cc1 (stereo not given)	-0.2	1.1	0.4	1.6	-0.5	0.7	-2.3	5.2	-0.7
34	COc1ccc(-c2csc(Nc3ccc(S(=O)(=O)Nc4cc(C)on4)cc3)n2)cc1	0.0	-25.8	3.7	4.4	13.7	-3.6	2.2	-8.0	3.1
35	CNC(=O)c1ccc(NC(=O)/C=C/c2cccc(F)c2)cc1	0.3	16.8	0.2	4.5	-0.1	-0.5	3.0	-2.6	-3.0
36	CCCCCC1CC(/C(C)=N/NC(N)=O)OC1=O (stereo not given)	-0.2	2.2	-0.2	5.7	-3.9	0.9	-1.5	5.4	-3.5
37	c1ccc(CCNc2nc3ccccc3s2)cc1	0.0	15.9	3.1	-4.9	-2.6	-2.2	3.0	-11.0	-1.8
38	CN1C(=O)C2(c3ccccc31)c1c(oc3ccccc3c1=O)C(=O)N2CCO (stereo not given)	-0.1	-6.4	-0.8	1.7	-0.2	-4.4	-4.0	-12.6	-1.8
39	O=C(c1ccc(COc2ccccc2)o1)N1CCN(S(=O)(=O)c2ccccc2Cl)CC1	-0.2	4.8	8.3	16.1	x	x	3.6	5.0	x
40	Cn1nnnc1CCOCCc1nnnn1C	-0.1	-9.6	1.3	5.0	-2.2	-4.1	0.4	12.7	-1.5
41	NC(=O)NCCN1CCN(c2ncc(C(F)(F)F)cc2Cl)CC1	0.1	1.6	2.1	4.3	-3.9	-1.7	-1.2	-1.6	-1.7
42	c1ccc(-c2noc(C34CC5CC(CC(C5)C3)C4)n2)cc1	-0.1	10.6	-1.6	-2.6	0.1	-2.2	-2.6	2.8	-5.0
43	Cc1cc(C)n(S(=O)(=O)c2cc(C)c(C)cc2C)n1	0.0	2.2	1.7	-5.2	-3.9	3.8	-2.3	2.8	-3.1
44	O=c1c2c3c(sc2ncn1/N=C/c1ccncc1)CCCC3	0.1	-1.1	-2.4	2.7	6.3	5.0	4.8	5.3	0.2
45	O=C(O)/C(=C1\OC(=O)c2ccccc21)c1ccccc1	0.0	-0.6	1.4	5.5	-11.5	-9.6	-6.7	-1.6	0.4
46	COc1ccc(CNS(=O)(=O)c2cc(-c3cc(C)no3)ccc2C)cc1OC	0.1	4.8	1.4	19.5	-0.3	-2.0	-2.8	3.9	-0.7
47	CC1=C(C(=O)OC2CCCCC2)C(c2ccco2)C2=C(CC(C)(C)CC2=O)N1 (stereo not given)	0.1	1.2	2.5	3.5	10.2	4.6	-1.7	3.3	-0.3
48	COCCNC(=O)c1ccc(NS(=O)(=O)c2ccc3[nH]c(=O)[nH]c3c2)cc1	0.1	4.6	4.0	-2.7	-19.5	1.6	1.8	-0.1	-2.4
49	COc1ccc(-c2c(C)nn3c(Cl)c(C)c(C)nc23)cc1	0.3	9.2	2.5	-1.5	2.0	9.2	-3.3	12.4	0.7
50	CC(C)(C)c1ccc(C(=O)Nc2ccc(NC(=O)C(=O)O)cc2)o1	-0.1	2.6	1.1	1.8	2.2	2.5	5.2	0.2	2.9

# The list goes on:
no.	SMILES	Efflux pump mplx	JMJD2C inh	PP5 primary	procasp7 counter	core dimer inh	Fh CTSL1 inh	PP1 inh	proCasp3 act	TPT1 inhibitor
51	C#CCNC(=O)C1=C[C@H](C2CCCCC2)[C@@H](CCCO)[C@H](OCC)O1	0.1	-2.3	2.4	-11.8	-5.7	8.0	0.6	-5.5	0.8
52	COc1ccc(Cl)c(NCCC(=O)O)c1	0.0	7.5	0.6	-3.0	-2.6	-6.8	-1.7	1.4	0.3
53	Cc1ccc(Cn2ncc3c(N4CCN(C5CCCC5)CC4)ncnc32)cc1	0.5	-13.6	3.2	11.4	-1.9	1.6	-0.1	0.5	0.8
54	O=C(Cn1c2ccc(F)cc2c2nc3n(c(=O)c21)CCS3)Nc1ccccc1C(F)(F)F	0.1	-5.5	2.3	12.7	5.7	0.4	7.8	-1.2	0.9
55	O=c1[nH]c(C(F)(F)F)nc2ccc3ccccc3c12	-0.2	4.4	2.7	-0.3	-3.0	-0.8	3.7	-0.4	0.7
56	Cc1cc(C)c(O)c(-c2cc(C(=O)Nc3ccc(S(=O)(=O)N4CCOCC4)cc3)[nH]n2)c1	0.0	-11.3	4.3	-6.2	12.2	-0.3	-0.8	-0.8	-1.1

# Screens deposited in PubChem by several laboratories.
